Source: PubChem BioAssay
BoNT-A LC inh2 = BoNT/A light chain protease inhibitors, primary screen, biochemical, flow cytometry, MLPCN library | Botulinum neurotoxin type A light chain protease (Clostridium botulinum A str. ATCC 3502) | multiplex microsphere protease substrate cleavage | inhibition, % at 10 µM | 360,000 tested, 0.17% active; note: plate controls were buffer without enzyme for full effect and enzyme alone for no effect
MazF activator = activators of E. coli MazEF toxin-antitoxin RNase, primary screen, biochemical, fluorescence, uHTS. Endoribonuclease toxin MazF (Escherichia coli (strain K12)), P0AE70. FAM/BHQ RNA-DNA oligo cleavage fluorescence, 5 h. activation, % at 20 µM. 350,000 tested, 0.32% active. AID 504720, 2011; in the data active = activation above about 50%
DUSP3 inh = VHR1 phosphatase inhibitors, primary screen, biochemical, absorbance, uHTS. Dual specificity protein phosphatase 3 (Homo sapiens), P51452. recombinant VHR phosphatase, pNPP absorbance. inhibition, % at 13.3 µM. 290,000 tested, 0.52% active. AID 1654, 2009; in the data active = inhibition above about 50%; note: some compounds called inactive have numbers as strong as hits
Target sequence (P51452 whole entry, looked up): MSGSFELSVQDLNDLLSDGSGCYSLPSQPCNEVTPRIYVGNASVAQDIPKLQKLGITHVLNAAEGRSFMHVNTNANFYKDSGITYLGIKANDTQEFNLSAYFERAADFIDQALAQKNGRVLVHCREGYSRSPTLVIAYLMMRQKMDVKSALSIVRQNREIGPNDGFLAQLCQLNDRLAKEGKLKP
PriA SSB inh = inhibitors of Klebsiella pneumoniae PriA binding to SSB C-terminal tail, primary screen, biochemical, AlphaScreen; PriA–SSB C-terminal tail interaction (Klebsiella pneumoniae); AlphaScreen SSBct-PriA binding, biotinylated peptide; inhibition, % at 33 µM; 430,000 tested, 0.6% active; in the data active = inhibition mostly above about 37%, no sharp cut-off; inactive = mostly below about 20%;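 note: plate controls were negative control peptide for no effect and reference peptide for full effect; strong numbers were not always called active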
PrPC TRFRET = inhibitors of human cell surface prion protein PrPC, primary screen, cell-based, TR-FRET; Major prion protein (Homo sapiens), P04156; TR-FRET read-out; inhibition, % at 13.8 µM; 370,000 tested, 0.43% active; in the data active = inhibition above about 24%; note: 0% = median of the test wells and 100% = reference compound wells
SARS 3CLpro inh = SARS-CoV 3CLpro protease inhibitors, primary screen, biochemical, quenched FRET; recombinant SARS-CoV 3CLpro, quenched FRET peptide cleavage; inhibition, % at 6 µM; 290,000 tested, 0.14% active; AID 1706, 2009; in the data active = inhibition above about 12%
Rv3671c inh = Rv3671c serine protease inhibitors, primary screen, biochemical, fluorescence polarization, M. tuberculosis H37Rv; AID 2606, 2010; 320,000 tested, 0.048% active; inhibition, % at 5.96 µM; in the data active = inhibition above about 38%;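 note: extracellular domain of Rv3671c used as enzyme; 0% = enzyme with DMSO and 100% = no enzyme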
CCHF vOTU inh = CCHFV vOTU protease inhibitors, primary screen, biochemical, Pep-AMC substrate, fluorescence; 370,000 tested, 0.55% active; inhibition, % at 11.5 µM; Crimean-Congo hemorrhagic fever virus L polyprotein viral ovarian tumor (vOTU) protease …; in the data active = inhibition above about 30%; note: 0% = vehicle wells with enzyme and 100% = no enzyme wells
BoNT-F LC inh = BoNT/F light chain protease inhibitors, primary screen, biochemical, flow cytometry, MLPCN library | Botulinum neurotoxin type F light chain protease (Clostridium botulinum) | Multiplex microsphere protease cleavage assay | inhibition, % at 10 µM | 360,000 tested, 0.22% active | AID 588497, 2011; in the data active = inhibition above about 35%, passing the limit was not always enough; inconclusive = no clear call, values can overlap the other calls; note: plate controls were buffer without enzyme for full effect and enzyme alone for no effect
Anthrax LF inh2 = Bacillus anthracis LF protease inhibitors, primary screen, biochemical, multiplex microsphere, MLPCN library; inhibition, % at 10 µM; multiplex microsphere protease cleavage assay; AID 588501, 2011; 360,000 tested, 0.12% active; note: plate controls were buffer without enzyme for full effect and enzyme alone for no effect
Target sequence (P15917 whole entry, looked up): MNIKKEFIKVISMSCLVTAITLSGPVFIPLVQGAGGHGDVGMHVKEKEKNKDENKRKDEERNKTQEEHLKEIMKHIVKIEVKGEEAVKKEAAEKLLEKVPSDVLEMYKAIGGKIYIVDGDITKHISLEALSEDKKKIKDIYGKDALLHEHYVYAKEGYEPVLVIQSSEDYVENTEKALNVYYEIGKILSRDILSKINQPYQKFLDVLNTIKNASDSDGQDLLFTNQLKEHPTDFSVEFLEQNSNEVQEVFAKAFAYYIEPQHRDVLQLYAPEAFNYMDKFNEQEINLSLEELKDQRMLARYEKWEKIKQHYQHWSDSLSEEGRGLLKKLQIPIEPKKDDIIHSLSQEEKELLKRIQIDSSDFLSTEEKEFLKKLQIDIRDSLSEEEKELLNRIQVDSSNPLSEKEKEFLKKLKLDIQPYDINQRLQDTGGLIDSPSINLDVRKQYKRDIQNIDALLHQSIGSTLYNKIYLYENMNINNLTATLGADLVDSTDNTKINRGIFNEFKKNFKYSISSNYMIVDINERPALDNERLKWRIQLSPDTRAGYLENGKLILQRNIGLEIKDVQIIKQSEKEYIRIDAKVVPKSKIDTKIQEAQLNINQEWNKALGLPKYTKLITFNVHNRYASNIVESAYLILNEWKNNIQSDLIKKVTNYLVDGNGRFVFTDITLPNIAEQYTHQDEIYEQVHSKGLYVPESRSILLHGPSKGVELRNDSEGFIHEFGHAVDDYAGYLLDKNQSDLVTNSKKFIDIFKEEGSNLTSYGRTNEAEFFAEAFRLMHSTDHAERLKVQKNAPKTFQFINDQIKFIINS
Numbers without * were called inactive; ? = inconclusive; nt = no result given; & = joins results of further samples. Cut-off read from the data, not from the text of the source, unless noted: active = inhibition above about 30%; inconclusive = no clear call, values can overlap the other calls; inactive = below that. Only part of the results is shown, so the mix of outcomes need not match the whole.

SMILES	BoNT-A LC inh2	MazF activator	DUSP3 inh	PriA SSB inh	PrPC TRFRET	SARS 3CLpro inh	Rv3671c inh	CCHF vOTU inh	BoNT-F LC inh	Anthrax LF inh2
COc1ccccc1C(=O)Nc1cccc(NC(=O)c2ccccc2C)c1	-9.6	11	23	1	5	-3	nt	-4	?	15
CCC1OC(c2ccc([N+](=O)[O-])cc2)=Nc2ccccc21 (centres undefined)	nt	-9	26	-4	-5	-3	-3	-8	nt	nt
CC1CCCCN1CCNC(=O)c1ccc2c(=O)n(CCc3ccccc3)c(=O)[nH]c2c1 (centres undefined)	3.3	15	18	-1	1	-2	-24	-11	-1	-8
CC12CCC(=O)N1C(C(=O)NNC(=O)c1ccccc1)CS2 (centres undefined)	nt	4	nt	-5	2	nt	-4	-5	nt	nt
Clc1ccccc1Cn1nnc2ccccc21	-0.5	7	nt	-23	2	-5	0	1	14	25
Cc1ccc(-c2nnc3c4ccccc4c(C)nn23)cc1S(=O)(=O)N1CCN(CCO)CC1	-0.5	11	-6	-14	-4	-1	11	-28	-9	-3
Cc1ccc(S(=O)(=O)Nc2ccc(Cl)cn2)cc1C	-2.2	6	-2	-16	-1	-2	-5	-3	19	6
CNC(=O)c1ccc(NC(=O)/C=C/c2cccc(F)c2)cc1	-1.6	4	16	-5	-8	0	-8	-6	-10	-3
Cc1onc(-c2ccccc2)c1C(=O)NCCCc1ccccc1	-0.3	-2	nt	-18	4	nt	-21	-2	-5	0
C[N+]1(CC(=O)NNc2c3ccccc3nc3ccccc23)CCOCC1	nt	nt	1	nt	-36	-2	-7	9	nt	nt
CN(C)/C(=N\O)c1c(Cl)cccc1Cl	?	2	24	nt	0	-6	3	-4	?	-9
COc1ccccc1OCCCOc1c(C)cc(C)cc1Br	-0.2	-5	-2	-64	2	2	4	-9	-7	-3
Cc1ccc(OCC(=O)O)c(-n2nc3ccccc3n2)c1	-0.7	4	10	-10	15	-8	3	-12	-8	-2
Cc1c(-c2ccccc2)nc(N)c(C#N)c1-c1ccco1	-0.2	-11	4	-3	0	-1	4	-17	-2	0
CCOc1ccc(NC(=S)N2CCC(NC(=O)c3ccco3)CC2)cc1	-0.3	1	25	-4	-9	2	0	-7	8	-2
COC(=O)CCC(=O)Nc1sc(Cc2ccccc2)c(C)c1C(N)=O	0.5	-3	30	-7&0&-2	7	-1	-6	2	4	0
COc1ccc(CNc2ncc(-c3ccccc3)n2C)cc1	1.4	11	20	-11	-5	6	2	6	?	2
COc1ccc(C(N)c2csc(NC(=O)Nc3ccccc3C(C)(C)C)n2)cc1 (centres undefined)	-0.5	nt	nt	nt	30*	nt	nt	4	-13	3
CC1=C(C(=O)O)N2C(=O)C(NC(=O)CCCC(=O)O)C2SC1 (centres undefined)	-0.2	2	20	-17	9	3	11	-6	-7	5
CCc1c(C2(O)CCCCC2)[nH]c2cc(C(F)(F)F)ccc12	-0.3	6	24	3	nt	12	3	nt	-8	-1
CCCCn1nnnc1C1(C)CCC(=O)N1CCc1c[nH]c2ccccc12 (centres undefined)	0.0	nt	nt	nt	-2	nt	nt	-7	-4	-2
CCc1ccc(OC(=O)c2cccnc2)cc1	-3.1	7	-5	-5	-2	2	-7	5	-6	37*
Cc1ccc(CN2C(=O)CCC2(C)c2nnnn2-c2ccc3c(c2)OCCO3)cc1 (centres undefined)	-0.1	nt	nt	nt	1	nt	nt	10	5	0
C/C(Cc1ccccc1)=N\NC(=O)c1cccnc1	0.0	-6	-13	nt	5	0	-3	8	0	-2
CCOc1ccc(NC(=O)C/C(N)=N/O)cc1	0.5	0	22	nt	3	-2	-1	-19	-2	0
COc1ccc(OCCOCCN2CCc3ccccc3C2)cc1	0.4	-1	6	0	-6	-1	-1	-1	-1	-10
CCOC(=O)N1CCN(C(=O)COc2cccc3c2CCN(Cc2ccccc2C)C3=O)CC1	-1.7	1	-8	-11	12	-4	6	2	-15	0
CCn1cc(CN2CCCC(C(=O)Nc3ccc(-c4cscn4)cc3)C2)cn1 (centres undefined)	-0.8	6	10	-2	-1	1	14	-6	-4	-2
CCc1ccc(N2C(=O)NC(=O)C(Cc3ccc(OC)cc3OC)C2=O)cc1 (centres undefined)	0.8	0	23	-10	-1	3	10	2	7	-5
CC(OC(=O)c1cccc(NS(C)(=O)=O)c1)C(=O)Nc1ccc(N2CCOCC2)cc1 (centres undefined)	1.1	-13	6	0	-3	-4	13	7	-27	-2
OCCOCCO	-1.2	8	nt	-24	-3	nt	2	0	-13	-4
COc1ccccc1N1CCN(/N=C/c2cccc(OC)c2OC)CC1	-0.6	6	38	nt	3	0	0	-15	-1	-2
COc1ccc(C(CNC(=O)c2oc3ccccc3c2C)N2CCCC2)cc1 (centres undefined)	-1.1	-5	nt	1	-2	nt	-2	8	-3	-9
Cc1ccccc1-n1ncc(C(C)NC(=O)c2ccco2)c1C (centres undefined)	-1.4	4	22	-11	-6	3	3	-9	-7	0
CCc1nc2ccc(C(=O)N3CCN(c4cccc(C(F)(F)F)c4)CC3)cc2nc1CC	-1.6	-2	-12	13	3	3	2	25	1	-2
Cc1ccc([N+](=O)[O-])c(OCCCN2CCCCCC2)c1	0.8	1	11	9	-4	0	-4	2	-19	-3
CCOc1ccc2nc(SCC(=O)NC(=O)NCc3ccco3)[nH]c2c1	0.5	5	23	-6	3	6	-2	-3	9	3
CCC(C)NC(=O)CCn1c(=O)c2cccn2c2ccc(F)cc21 (centres undefined)	-2.2	-11	1	-1	1	0	nt	-9	-7	-9
O=C(NCc1ccccc1)C(c1cccnc1)N(Cc1ccco1)C(=O)c1ccccn1 (centres undefined)	0.0	3	7	5	-3	-5	-3	-2	12	3
NCC(c1ccccc1)c1c[nH]c2ccccc12 (centres undefined)	-1.2	8	17	32	0	-4	6	-9	-12	-4
COc1ccc(NC(=O)CSC2=NN3CCCC(=O)N=C3S2)c(OC)c1	2.1	4	-7	8	4	-4	4	7	4	0
Cc1ccc(NC(=O)c2oc3ccccc3c2C)c([N+](=O)[O-])c1	0.2	-1	23	3	-4	2	-1	2	8	2
COC(=O)c1ccc(CNC(=O)C2CCC(=O)N(CCc3ccccc3)C2)cc1 (centres undefined)	-4.5	1	13	-29	2	-4	nt	-5	-9	-1
CN(C)Cc1c(C(=O)N/N=C/CCc2ccccc2)nnn1-c1nonc1N	0.9	8	26	nt	3	6	-4	1	7	7
O=C(COC(=O)Cc1ccccc1)Nc1cccnc1Cl	0.1	0	17	-11	-1	-2	-3	-13	-2	0
O=C1C2CCCC1C(N1CCCC1)CC2 (centres undefined)	-1.3	-24	37	-10	0	-1	8	4	-10	-1
CC(=O)Oc1ccc(/C=C(\NC(=O)c2ccco2)C(=O)Nc2ccc(C(C)=O)cc2)cc1	-1.0	6	2	-3	-11	1	2	17	2	-5
O=C(c1cnc2ccccn2c1=O)N1CCCc2ccccc21	8.7	-4	0	0	-6	-6	5	6	10	-6
CCCC[C@@H]1CNC(=O)C(=O)N1CCCC	0.2	nt	nt	nt	2	nt	nt	9	2	5
COc1cc(C(C)=O)ccc1Oc1ncnc2c1cnn2-c1ccc(C)c(C)c1	0.6	-6	13	1	-3	1	-4	-18	3	2
Going on with the list.
SMILES	BoNT-A LC inh2	MazF activator	DUSP3 inh	PriA SSB inh	PrPC TRFRET	SARS 3CLpro inh	Rv3671c inh	CCHF vOTU inh	BoNT-F LC inh	Anthrax LF inh2
CC(C)(C)C(=O)NC(n1cnc2c(N3CCOCC3)ncnc21)C(Cl)(Cl)Cl (centres undefined)	-0.1	-3	18	-5&-5	-1	-1	-6	3	-3	-1
Cc1cc2c(ncn2C(C)C)c(NS(=O)(=O)c2ccc(F)cc2)c1C	0.2	6	12	-9	10	1	-3	2	-1	0
Cc1cc(=O)n2nc(N3CCCC(C(=O)NCc4ccc(Cl)cc4)C3)sc2n1 (centres undefined)	1.8	9	-3	-6	-6	1	-5	5	6	1
CCC1CN(C(=O)N2CCC(C(=O)Nc3ccccc3OC)CC2)c2ccccc2O1 (centres undefined)	1.2	11	-3	5	11	-2	4	3	-7	-1
CC(=O)N1CCc2[nH]c3ccccc3c2C1	-2.3	1	29	-5	-2	-3	3	6	-5	-3
COC(=O)CCCC(=O)N1CCCC(CCC(=O)NCc2ccc(F)c(F)c2)C1 (centres undefined)	-0.2	1	-9	-1	-2	6	1	6	-1	2
CCN(CC)c1ccc(NC(=O)c2ccc3c(c2)c(C)c(C)n3C)cc1	1.5	8	6	14	13	-2	7	14	-37	-9
CN(C)P(=O)(N(C)C)N1CC1	-1.0	1	nt	-4	4	nt	nt	-3	6	5
COC(=O)c1cn(C(=O)c2cc(OC)c(OC)c(OC)c2)c2ccccc12	1.9	-2	21	-18	-3	4	0	8	0	-6
Cc1ccc(O)c(CNc2nc3ccccc3n2C(C)C)c1	-2.2	6	6	-10	4	2	11	-2	38*	-2
COc1ccc(C2c3[nH]c4ccccc4c3C[C@H]3C(=O)N(c4ccccc4C(=O)N4CCC[C@H]4C(=O)O)C(=O)N23)cc1 (some centres undefined)	-1.1	-9	21	-6	2	5	0	1	-12	-3
COc1ccccc1NS(=O)(=O)c1ccc(Cl)c(NC(=O)C(C)N2C(=O)c3ccccc3C2=O)c1 (centres undefined)	0.8	-5	4	0	-8	-3	-7	-23	4	-1
COc1ccc(Br)c2oc(SC)cc(=O)c12	0.3	4	8	0	5	-1	1	10	-9	-1
O=C(O)CN(c1ccccn1)S(=O)(=O)c1ccc(Cl)cc1	-0.7	-12	20	9	4	1	-1	-5	-6	1
Nc1cccnc1-n1nc(C(F)(F)F)cc1C(F)(F)F	-0.5	7	-3	1	-5	1	-10	15	-4	4
CN(C(=O)COC(=O)Cc1c(Cl)cccc1Cl)C1CCS(=O)(=O)C1 (centres undefined)	-0.4	-1	nt	-9	-4	nt	3	-1	-2	0
CCOC(=O)C1CCN(C(=O)CN(c2ccc(Oc3ccccc3)cc2)S(C)(=O)=O)CC1	-0.1	3	12	-6	6	0	-1	19	0	-2
Cc1ccc(S(=O)(=O)N2Cc3cnnn3-c3ccccc3C2C#N)cc1 (centres undefined)	-0.6	0	nt	-11	3	nt	nt	-3	0	-2
O=C(CSc1ccc(-c2ccccn2)nn1)N1CCCCC1	-0.6	6	11	15	0	-4	-1	-12	-2	-4

Arranged by heavy-atom count (low to high): four of the compounds above.
SMILES	BoNT-A LC inh2	MazF activator	DUSP3 inh	PriA SSB inh	PrPC TRFRET	SARS 3CLpro inh	Rv3671c inh	CCHF vOTU inh	BoNT-F LC inh	Anthrax LF inh2
COc1ccc(Br)c2oc(SC)cc(=O)c12	0.3	4	8	0	5	-1	1	10	-9	-1
CN(C(=O)COC(=O)Cc1c(Cl)cccc1Cl)C1CCS(=O)(=O)C1 (centres undefined)	-0.4	-1	nt	-9	-4	nt	3	-1	-2	0
COc1ccccc1NS(=O)(=O)c1ccc(Cl)c(NC(=O)C(C)N2C(=O)c3ccccc3C2=O)c1 (centres undefined)	0.8	-5	4	0	-8	-3	-7	-23	4	-1
COc1ccc(C2c3[nH]c4ccccc4c3C[C@H]3C(=O)N(c4ccccc4C(=O)N4CCC[C@H]4C(=O)O)C(=O)N23)cc1 (some centres undefined)	-1.1	-9	21	-6	2	5	0	1	-12	-3
